Compound activity deposited in PubChem by several laboratories.
E coli Lon inh: E. coli protease La inhibition; 360,000 compounds, 0.42% hits; purified E. coli Lon protease, fluorescence polarization; inhibition, % at 7.94 µM; P0A9M0; in the data active = inhibition above about 13%, passing the limit was not always enough;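 note: 0% = enzyme with probe and DMSO and 100% = no enzyme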
Rin1-Abl PPI inh: blocks binding of human Rin1 to Abl; inhibition, % at 7.35 µM; 360,000 compounds, 0.4% hits; AID 588664; P00519+Q13671; TR-FRET Rin1/Abl binding, biochemical; in the data active = inhibition above about 5%, passing the limit was not always enough
MT1-MMP act inh: inhibitors of human MT1-MMP activation. P50281. HT1080 RFP-PRO-GFP cells, GFP/RFP ratio fluorescence, overnight; percent of plate control window, DMSO zero. GFP/RFP ratio change, % at 20 µM. 360,000 compounds, 0.061% hits;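 active = GFP/RFP ratio change of at least 30% with cell ATP level not reduced by more than half and red fluorescence within 50% of control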; note: strong numbers were not always called active
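Assay system: HT1080 RFP-PRO-GFP cells | Dosing: 20 µM single dose, 1% DMSO | Incubation: Cells overnight before dosing, compound overnight, 37 °C, 5% CO2 | Evaluation: GFP/RFP fluorescence ratio | Control set: DMSO-only wells and HT1080 RFP-L50D-GFP cell wells as references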
FAS-TE inh: FAS thioesterase (human) inhibition. P49327. recombinant FAS-TE, OMFH fluorogenic substrate, fluorescence endpoint. inhibition, % at 15 µM. 360,000 compounds, 0.67% hits. AID 602261;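 active = compounds whose normalised, plate-corrected inhibition of enzyme fluorescence in the single-dose primary screen is 50% or more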;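 note: 0% = DMSO with enzyme and 100% = substrate without enzyme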
SKN-1 inh: blocks SKN-1 activity in C. elegans; 360,000 compounds, 0.49% hits; inhibition, % at 21.8 µM; C. elegans VP596 Pgst-4::GFP/RFP ratio, acrylamide-induced, 24 h; AID 624304;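 active = interference check ratio from 0.5 to 1.5 plus GFP to RFP signal ratio inhibition reaching or exceeding a fixed threshold, cut at about 30% in these data, passing the limit was not always enough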; note: some compounds called inactive have numbers as strong as hits
PABP1 MLLE inh: blocks PAM2 peptide binding to the PABP1 MLLE domain; P11940; GST-MLLE / FITC-PAM2 fluorescence polarization; inhibition, % at 20 µM; 360,000 compounds, 0.36% hits; AID 588489; in the data active = inhibition above about 35%, passing the limit was not always enough;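 note: plate controls were DMSO wells with GST-MLLE for no effect and wells lacking GST-MLLE protein for full effect; some results filed as inactive read as strong as hits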
Neddyl block: blocks human cullin neddylation. P61081+Q13564. calls only at 25 µM. AID 651699. TR-FRET cullin neddylation, biochemical. 360,000 compounds, 0.58% hits; in the data active = inhibition above about 36%
Target sequence (P61081 whole entry, looked up): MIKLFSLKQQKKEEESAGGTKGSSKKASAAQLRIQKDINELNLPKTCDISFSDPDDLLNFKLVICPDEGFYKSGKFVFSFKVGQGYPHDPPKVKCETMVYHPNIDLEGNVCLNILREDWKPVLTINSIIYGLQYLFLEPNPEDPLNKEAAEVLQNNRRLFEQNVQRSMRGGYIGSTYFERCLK
Target sequence (Q13564 whole entry, looked up): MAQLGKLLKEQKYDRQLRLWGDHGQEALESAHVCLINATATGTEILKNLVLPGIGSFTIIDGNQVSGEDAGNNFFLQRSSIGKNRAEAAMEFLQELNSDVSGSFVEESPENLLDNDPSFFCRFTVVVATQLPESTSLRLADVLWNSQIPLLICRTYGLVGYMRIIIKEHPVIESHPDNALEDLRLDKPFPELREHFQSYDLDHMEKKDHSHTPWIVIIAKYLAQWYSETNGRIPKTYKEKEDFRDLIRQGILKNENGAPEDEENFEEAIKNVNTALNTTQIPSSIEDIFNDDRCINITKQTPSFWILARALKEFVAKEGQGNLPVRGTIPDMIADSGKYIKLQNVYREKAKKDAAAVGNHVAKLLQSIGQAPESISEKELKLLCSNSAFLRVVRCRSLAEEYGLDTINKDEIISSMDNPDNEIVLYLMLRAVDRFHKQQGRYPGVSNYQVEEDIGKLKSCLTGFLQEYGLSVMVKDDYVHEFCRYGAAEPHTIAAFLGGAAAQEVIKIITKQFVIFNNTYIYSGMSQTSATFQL
NRP1-CendR mod: NRP-1/CendR interaction modulation; O14786; FAM-RPARPAR peptide binding to NRP-1, fluorescence polarization; AID 602438; inhibition, % at 25 µM; 360,000 compounds, 0.85% hits;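 active = inhibition or corrected inhibition above about 18%, plus a signal ratio from 0.5 to 1.5, limit read from the data, passing the limit was not always enough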; note: strong numbers were not always called active
bovine MsrA act: activates bovine MsrA enzyme; purified bovine MsrA, absorbance read-out; activation, % at 10.6 µM; 360,000 compounds, 0.3% hits; AID 602163; in the data active = activation above about 7.5%;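 note: 0% = vehicle and 100% = reference activator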
* marks the source's active call; other numbers are inactive results; i = inactive; . = no result given; + = active, no number.

SMILES	E coli Lon inh	Rin1-Abl PPI inh	MT1-MMP act inh	FAS-TE inh	SKN-1 inh	PABP1 MLLE inh	Neddyl block	NRP1-CendR mod	bovine MsrA act
Cc1ccc(N(O)C(=O)NCCCCNC(=O)N(O)c2ccc(C)cc2)cc1	0	2	1	-33	7	13	i	1	-3
CN(C)S(=O)(=O)n1cnc([C@H]2c3c(ncn3Cc3ccccc3)C[C@H]3COC(=O)[C@@H]32)c1	-8	2	-2	-3	-8	-11	i	12	-8
Cc1ccc(C)c(N2CCN(c3ccc(N4C(=O)COCC4=O)cc3[N+](=O)[O-])CC2)c1	-10	-3	1	-19	0	4	i	5	-4
CC(C)N1CCCC(C)(C(=O)Nc2ccccc2)C1 (configuration not stated)	-20	0	-3	-8	27	10	i	5	-3
COc1ccc(Br)cc1C(=O)Nc1cc(C)cc(C)c1	-4	-6	1	10	13	-5	i	4	-5
CCCCC(=O)NC(Nc1ccc(C)cn1)(C(=O)OCC)C(F)(F)F (configuration not stated)	3	-3	-4	-6	13	3	i	13	4
COc1ccc(C(=O)CSc2nnnn2C)c(OC)c1	-4	1	-1	-4	5	-5	i	-6	1
COc1ccccc1Nc1ccc([N+](=O)[O-])cn1	12	-1	2	6	13	12	i	12	-3
CCC1CCCCN1C(=O)COC(=O)c1ccc(Br)o1 (configuration not stated)	-6	1	1	-4	-3	8	i	11	7
COc1ccccc1CNCC(c1ccccc1)c1ccccc1	4	-1	-2	0	-1	9	i	5	0
Oc1cccc2cnccc12	0	0	-11	-5	15	-11	i	-11	-8
Oc1ccc(C[C@H]2CNCCN2CCC23CC4CC(CC(C4)C2)C3)cc1	-11	1	0	-6	-15	6	i	8	-1
CC1=NNC(=O)C1CCC(=O)N/N=C\c1cccc(Cl)c1 (configuration not stated)	-6	0	6	-5	1	2	i	1	-6
COc1ccc(Nc2nc(NCCO)nc(OC)n2)cc1	-4	3	2	-13	-33	7	i	-6	-10
CCCC(=O)Nc1ccc(C)c(O)c1	-6	1	-3	-6	-16	-3	i	-4	-9
OCCC1CN(Cc2nc3ccccc3s2)CCN1C1CCCCC1 (configuration not stated)	-8	1	4	-9	1	-5	i	-4	-9
COc1ccccc1C(=O)N1CCN=C1SCc1cccnc1	0	4	-1	-5	-6	29	i	-5	1
O=C(CNS(=O)(=O)c1ccccc1)OCc1cccc([N+](=O)[O-])c1	-3	0	5	-2	-6	7	i	9	-3
CC1CC(O)(Cc2ccccc2)C(C)CN1C (configuration not stated)	-7	1	2	-11	14	8	i	12	4
COc1ccc(Cn2c(=O)[nH]c3cc(C(=O)NC4CCN(Cc5ccccc5)CC4)ccc32)cc1	9	12*	3	-2	7	15	i	1	-1
COc1ccc(N2CC(C(=O)N/N=C/c3ccc([N+](=O)[O-])cc3)CC2=O)cc1 (configuration not stated)	-13	-6	2	1	-16	3	i	11	-1
CC(=O)c1ccc(OCc2cc(C(=O)N(C)Cc3ccon3)no2)cc1	-7	2	-3	-2	1	-11	i	7	-3
COc1ccccc1NS(=O)(=O)c1cccc(C(=O)N2CCCCCC2)c1	0	-1	5	-3	-9	2	i	8	-4
Cc1cccc[n+]1CC(=O)N1c2ccccc2Sc2ccccc21	-13	2	0	-3	-8	16	i	10	-3
CC(OC(=O)c1ccc(O)cc1)C(=O)Nc1nc(-c2ccccc2)cs1 (configuration not stated)	-2	2	-8	8	12	-9	i	10	-2
SMILES	E coli Lon inh	Rin1-Abl PPI inh	MT1-MMP act inh	FAS-TE inh	SKN-1 inh	PABP1 MLLE inh	Neddyl block	NRP1-CendR mod	bovine MsrA act
CCOC(=O)C1(Cc2cccc(Cl)c2)CCCN(C(=O)c2cc(C)on2)C1 (configuration not stated)	4	-1	0	4	16	6	i	-12	-2
NC(=O)C1CCN(C(=O)NC2CC(=O)N(c3ccc4c(c3)OCCO4)C2)CC1 (configuration not stated)	-7	1	-1	-4	-3	-8	i	5	-4
CCOc1ccc(-c2csc(NC(=O)CSC3=NC(=O)CN3C(C)=O)n2)c2ccccc12	-9	0	.	-149	2	0	i	-2	-13
O=C(CN1CCN(Cc2ccc(F)cc2)CC1)Nc1ccccc1F	4	3	-3	0	13	-3	i	1	3
Cc1ccc(N(CC(=O)NCc2ccccc2)C(=O)CCC(=O)Nc2ccccn2)cc1	3	3	-3	-1	5	6	i	-9	-4
Cc1cc[n+](CC(=O)Nc2ccccc2)cc1	-6	1	1	-1	20	-3	i	4	-4
Cc1ccc(C)n1-c1nccc(-c2cccs2)n1	-3	-7	-5	8	20	-6	.	-19	-2
Cc1cccc(N(Cc2ccccc2)C(=O)c2ccc(S(C)(=O)=O)cc2)c1	-9	8.3*	-5	1	11	-6	i	-1	-4
CC1C(=O)N(Cc2cn(Cc3ccco3)nn2)CCS(=O)(=O)N1Cc1ccc(-c2ccccc2C(F)(F)F)cc1 (configuration not stated)	-4	2	3	16	-9	-11	i	3	-2
c1ccc(CN2CCC(CNc3ncnc4ccccc34)C2)cc1 (configuration not stated)	-6	-2	2	-4	-8	6	i	0	-3
C=CCN(CC=C)CCOc1ccccc1F	2	2	0	-6	8	7	i	4	-3
O=C(O)c1cccc(Nc2ncnc3ccccc23)c1	0	-3	2	-6	0	3	i	-11	-9
N#CCn1c(C2CCCCC2)nc2ccccc2c1=O	-10	7	1	-10	-10	-1	i	-9	1
CCc1nn(CC(=O)N(C)C2CCCCC2)c(=O)c2cc3cc(C)ccc3n12	2	0	5	10	7	6	i	3	-2
O=C(c1cccc(Cl)c1)N1CCN(Cc2ccncc2)CC1	-4	5	1	-7	11	-14	i	14	-3
Cc1cccc(NC2=C(NC(=O)c3ccccc3)C(=O)c3ccccc3C2=O)c1	0	-8	-2	9	18	24	i	-7	2
CCOC(=O)[C@H]1[C@H]2COc3ccc(OC)cc3[C@@H]2N2C(=O)c3ccc(Cl)cc3NC(=O)[C@@]12C	13	0	-3	2	-2	-4	i	-5	-2
CCSc1nnc(NC(=O)c2ccccc2)s1	-3	0	4	-8	16	7	i	-6	-5
O=c1[nH]c2ccc(S(=O)(=O)N3CCCCC3)cc2o1	0	0	0	-6	-6	-8	i	-4	-12
Cn1cc([N+](=O)[O-])cc1-c1nc2ccccc2n1C	-5	2	0	0	6	-15	i	9	-5
COC(=O)c1ccc(NC(=O)CSC2=NC(=O)C(c3ccccc3)C(=O)N2)cc1 (configuration not stated)	-1	1	-2	-13	6	18	i	-4	-4
Cc1sc(NC(=O)C(C)C)c(C(=O)Nc2ccccc2)c1C	-2	2	3	1	9	14	i	0	5
CC12CCC(C(=O)NC3CCCCC3)([C@H](Br)C1=O)C2(C)C (some centres not stated)	-11	1	-1	0	11	-12	i	-3	-1
O=C(CSc1ccc(C(F)(F)F)cc1[N+](=O)[O-])Nc1ccc2ccccc2c1	-5	-1	-1	-50	3	-12	i	6	-3
Cc1cccc(-n2c(SCc3cc(=O)n4ccsc4n3)nc3ccccc3c2=O)c1	-1	1	-14	10	25	-2	i	7	-5

A portion of the results above:
SMILES	E coli Lon inh	Rin1-Abl PPI inh	MT1-MMP act inh	FAS-TE inh	SKN-1 inh	PABP1 MLLE inh	Neddyl block	NRP1-CendR mod	bovine MsrA act
Cn1cc([N+](=O)[O-])cc1-c1nc2ccccc2n1C	-5	2	0	0	6	-15	i	9	-5
COC(=O)c1ccc(NC(=O)CSC2=NC(=O)C(c3ccccc3)C(=O)N2)cc1 (configuration not stated)	-1	1	-2	-13	6	18	i	-4	-4
Cc1sc(NC(=O)C(C)C)c(C(=O)Nc2ccccc2)c1C	-2	2	3	1	9	14	i	0	5
CC12CCC(C(=O)NC3CCCCC3)([C@H](Br)C1=O)C2(C)C (some centres not stated)	-11	1	-1	0	11	-12	i	-3	-1
O=C(CSc1ccc(C(F)(F)F)cc1[N+](=O)[O-])Nc1ccc2ccccc2c1	-5	-1	-1	-50	3	-12	i	6	-3
Cc1cccc(-n2c(SCc3cc(=O)n4ccsc4n3)nc3ccccc3c2=O)c1	-1	1	-14	10	25	-2	i	7	-5

Following part:
SMILES	E coli Lon inh	Rin1-Abl PPI inh	MT1-MMP act inh	FAS-TE inh	SKN-1 inh	PABP1 MLLE inh	Neddyl block	NRP1-CendR mod	bovine MsrA act
COCCN(C(=O)CSc1nnc(-c2cccs2)n1N)c1c(N)n(Cc2ccccc2)c(=O)[nH]c1=O	-9	-1	0	-4	4	-6	i	-12	-3
CCOC(=O)c1cccc(NC(=O)CCc2nnc3ccc(N4CCCCC4)nn23)c1	-4	3	1	-6	-8	1	i	2	-5
CC(C)COc1cccc(-c2cc(C(=O)N/N=C/c3ccncc3)c3ccccc3n2)c1	4	-1	4	44	-4	-17	i	-2	0
O=C(CN1CCN(S(=O)(=O)c2ccc(Br)cc2)CC1)Nc1ccc(F)cc1F	0	2	-7	20	-7	-6	i	-17	-9
CCN(Cc1ccccc1)C(=O)CCS(=O)(=O)c1ccc2c(c1)n(C)c(=O)c(=O)n2C	6	0	1	5	-5	8	i	6	-8
C=CCOc1cccc(C(=O)N2CCC(CCC(=O)NC3CC3)CC2)c1	-7	-1	-6	-4	7	-19	i	14	-3
CC(=O)[C@H]1[C@@H]2C(=O)N(c3cccc(Cl)c3)C(=O)[C@@H]2[C@H]2c3ccccc3C=CN21	-18	1	-20	-7	0	23	i	-15	-7
Cc1ccc(S(=O)(=O)n2nc(OC(=O)C3CCCCC3)cc2N)cc1	5	1	3	-5	1	-5	i	2	-11
CC(C)(C)NC(=O)C(c1cccs1)N(Cc1cccs1)C(=O)c1ccc(CN2CCOCC2)o1 (configuration not stated)	-9	1	-3	-5	-2	-7	i	18	-12
CN(C)S(=O)(=O)c1ccc(S(=O)(=O)NCCN2CCOCC2)cc1	-9	0	6	-9	3	5	i	3	-9
CC(C)(C)NC(=O)NC(=O)CSc1ccc(S(=O)(=O)N2CCCCC2)cn1	12	0	5	34	0	32	i	1	-1
Cc1ccc(C(=O)NC2CCN(C(=O)N3CCOCC3)CC2)cc1	-14	1	2	-4	10	8	i	5	-1
O=S(=O)(/N=C(/Nc1ccccn1)c1ccc(Cl)cc1)c1ccc(Cl)cc1	-1	4	2	2	9	3	i	1	-3
O=C(CN1CCC(N2CCCCC2)CC1)N1CCCc2ccccc21	0	2	3	-7	18	1	i	-3	-2
O=C(CSc1cccc(C(F)(F)F)c1)Nc1ccc(N2CCOCC2)cc1	11	2	2	7	10	4	i	9	-2
C/C(=N/NC(=O)CNC(=O)/C=C/c1ccco1)c1ccc(Cl)cc1	4	-1	2	0	-18	-6	i	-11	-4
O=c1c(-c2ccc(F)cc2)coc2c3c(ccc12)OCCO3	1	1	-23	-2	7	-2	i	-4	-2
CC(C)n1cc(CN2CCC(C(=O)Nc3cccc(-c4cscn4)c3)CC2)cn1	-5	11*	3	-6	-1	23	i	8	-3
Cc1ccc(Cl)cc1-n1c(=O)cc(N2CC(C)OC(C)C2)[nH]c1=O (configuration not stated)	-2	0	-2	-6	3	12	i	1	3
CC(C)C(NC(=O)c1ccc(C(C)(C)C)cc1)C(=O)Nc1ccc(N2CCOCC2)cc1 (configuration not stated)	-9	3	-8	4	5	-4	i	9	-6
CC1CC(C)CN(S(=O)(=O)c2ccc(C(=O)Nc3sccc3C(N)=O)cc2)C1 (configuration not stated)	2	-2	-1	13	25	7	.	0	-1
CN(c1ccc(C(=O)NCc2ccncc2)cc1)S(=O)(=O)c1ccc(Cl)cc1	7	-1	-14	3	-28	8	i	3	-2
CCOC(=O)c1ccc(N2C(=O)C3CCOc4ccccc4C32)cc1 (configuration not stated)	7	2	.	-5	-1	3	i	-5	-11
COc1ccc2cc3cc(C(=O)NCCc4ccc(OC)c(OC)c4)oc3nc2c1	0	-6	5	2	6	-10	+	-15	-8
O=C(NNC(=O)c1ccc(F)cc1)C(=O)N1CCCCC1	12	-4	12	-10	3	13	i	4	-7
CCn1cc(CN2CCC(n3nccc3NC(=O)c3ccccc3OC)CC2)cn1	-3	2	3	-6	-1	-9	i	-1	-1
